Screens as filed in PubChem BioAssay.
GoLoco inh red = blocks human Gai1 binding to RGS12 GoLoco peptide, red readout; P63096; Gai1:RGS12 GoLoco peptide FP, rhodamine, 10 min; Potency, µM (top dose mostly 61.6 µM), for the others: at the top dose activity, negative = inhibition, usual class: inhibitors; 230,000 compounds, 0.44% hits; AID 880; active = well fitted inhibition curve with a large enough effect, not every such curve was filed as active; inactive = no such curve, though single readings can be large or run the other way; also: % is scaled to controls: 0 for no effect and ±100 for the full control effect; nearly all actives have a fitted effect of over 30% in size; many of its hits are not listed in these tables
Lamin A splicing = LMNA splicing modulation. HeLa LMNA splicing GFP/RFP minigene ratio, 48 h. Potency, µM (highest dose often 46.1 µM), for inactives: at the top dose ratio change, negative = inhibition, actives largely listed as inhibitors. 200,000 compounds, 0.01% hits. AID 1487; active = well fitted inhibition curve with a large enough effect in the signal ratio, with a control signal flat, not every such curve was filed as active; inconclusive = small, poorly fitted or top-dose-only effect, or effect the other way, or a change in a side signal; the % refers to the signal ratio; also: % is scaled to controls: 0 for no effect and ±100 for the full control effect
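Read-out is the ratio of GFP to DsRed2 object intensity, acquired by 488 nm laser-scanning cytometry on HeLa lamin A-EGFP minigene reporter cells. Compound incubation 48 hrs at 37 °C in Opti-MEM with 2% FBS; DMSO 0.5% final.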
ALDH1A1 inh = ALDH1A1 (human) enzyme inhibition; 220,000 compounds, 7.3% hits; Purified ALDH1A1, NADH fluorescence, propionaldehyde substrate; Potency, µM (series often up to 75.3 µM), for inactives: top-dose activity, negative = inhibition, usual class: inhibitors; active = well fitted inhibition curve with a large enough effect, not every such curve was filed as active; inconclusive = small, poorly fitted or top-dose-only effect, or another doubt; inactive = no such curve, though single readings can be large or run the other way;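 also: plate controls were no enzyme wells and a reference inhibitor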
RECQ1 inh = RECQ1 (human) helicase inhibition; P46063; RECQ1 DNA unwinding, red fluorescence kinetic read; Potency, µM (series often up to 57.3 µM), without a hit: at the top dose activity, negative = inhibition, hits mostly inhibitors; 240,000 compounds, 0.54% hits;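 also: plate controls were vehicle for no effect and no enzyme for full effect; nearly all actives have a fitted effect of over 30% in size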
Target sequence (P46063 whole entry, looked up): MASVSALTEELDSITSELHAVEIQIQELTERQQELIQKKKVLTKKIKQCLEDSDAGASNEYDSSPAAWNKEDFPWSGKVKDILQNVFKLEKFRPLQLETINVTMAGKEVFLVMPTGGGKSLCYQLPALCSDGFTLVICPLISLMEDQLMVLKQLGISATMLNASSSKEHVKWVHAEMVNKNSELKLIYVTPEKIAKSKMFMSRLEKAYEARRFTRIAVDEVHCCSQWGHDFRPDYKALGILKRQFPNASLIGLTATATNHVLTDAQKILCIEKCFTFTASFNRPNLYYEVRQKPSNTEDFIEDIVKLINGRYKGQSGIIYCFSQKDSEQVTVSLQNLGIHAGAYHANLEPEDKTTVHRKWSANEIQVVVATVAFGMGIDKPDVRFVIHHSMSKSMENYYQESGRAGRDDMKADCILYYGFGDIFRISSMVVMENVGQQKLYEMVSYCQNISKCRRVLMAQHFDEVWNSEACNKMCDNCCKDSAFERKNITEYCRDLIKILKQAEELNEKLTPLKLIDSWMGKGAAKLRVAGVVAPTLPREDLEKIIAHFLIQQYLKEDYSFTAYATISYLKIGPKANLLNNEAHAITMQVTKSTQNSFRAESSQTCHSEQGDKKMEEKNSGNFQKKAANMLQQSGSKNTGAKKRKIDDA
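RECQ1T1 50 nM; forked duplex (20 bp + 30-nt ss tails) 200 nM, ATP 2 mM final; pH 8.0, 2 mM MgCl2, 2.5 ug/ml poly(dI-dC); 15 min compound preincubation; discontinuous kinetic read over 2 h at RT.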
SMN2 splice up = enhancers of SMN2 splice variant expression. HEK293 SMN2-luciferase splicing reporter, luminescence, 30-36 h. Potency, µM (series often up to 46.1 µM), inactives show top-dose activity change, positive = activation, usual class: activators. 210,000 compounds, 2.8% hits. AID 1458; also: % of control where 0% means no effect; nearly all actives have a fitted effect of over 55% in size
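HEK293 cells carry an SMN2 minigene-luciferase reporter in which exon 7 inclusion puts luciferase in frame. Cells were seeded at 2000 cells/well, attached for 10-12 hours, then exposed to compounds for 30-36 hours at 37C before ONE-Glo luminescence.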
TRb-SRC2 inh = disrupts binding of human TR beta to SRC2; P10828; TRbeta-SRC2 peptide binding, fluorescence polarization; receptor liganded with 1 µM T3; Potency, µM (series often up to 106 µM), inactives show at the highest dose activity change, negative = inhibition, most hits filed as inhibitors; 280,000 compounds, 0.065% hits; AID 1469;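 also: plate controls were bound peptide for no effect and peptide without receptor for full effect; nearly all actives have a fitted effect of over 50% in size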
Target sequence (P10828 whole entry, looked up): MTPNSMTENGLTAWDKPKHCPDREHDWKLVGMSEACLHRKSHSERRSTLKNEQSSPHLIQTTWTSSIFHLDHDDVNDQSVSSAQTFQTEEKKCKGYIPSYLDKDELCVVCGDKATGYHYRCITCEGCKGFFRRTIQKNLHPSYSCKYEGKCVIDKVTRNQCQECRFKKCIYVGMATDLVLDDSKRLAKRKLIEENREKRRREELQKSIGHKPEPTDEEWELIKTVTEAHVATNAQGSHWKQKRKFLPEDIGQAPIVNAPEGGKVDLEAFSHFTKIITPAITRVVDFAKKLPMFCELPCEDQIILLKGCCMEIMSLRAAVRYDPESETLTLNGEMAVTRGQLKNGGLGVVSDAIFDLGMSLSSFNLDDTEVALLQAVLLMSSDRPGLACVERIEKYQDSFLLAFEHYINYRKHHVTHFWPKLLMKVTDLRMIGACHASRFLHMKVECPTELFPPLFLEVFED
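Each compound concentration gave % activity, normalized to unbound and bound Texas Red SRC2 controls, from polarization read after 5 hr ambient incubation with T3-loaded human TRb LBD.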
KDM4E inh = blocks human JMJD2E demethylase activity; JMJD2E catalytic domain, FDH-coupled NADH fluorescence (FDH is formaldehyde dehydrogenase); Potency, µM (top dose mostly 57.1 µM), for the others: at the highest dose activity change, negative = inhibition, actives largely listed as inhibitors; 230,000 compounds, 1.6% hits; active = well fitted inhibition curve with a large enough effect, not every such curve was filed as active; inconclusive = small, poorly fitted or top-dose-only effect, or another doubt; inactive = no such curve, though single readings can be large or run the other way;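 also: 0% = wells with enzyme and -100% = buffer wells without enzyme; nearly all actives have a fitted effect of over 50% in size; many of its hits are not listed in these tables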
TexasRed fluor = alters Texas Red total fluorescence, flagging assay interference; TRb/SRC2 Texas Red total fluorescence interference; Potency, µM (highest dose often 106 µM), for inactives: top-dose fluorescence change, negative = quenching; 280,000 compounds, 0.29% hits; AID 1479; active = well fitted curve in either direction with a large enough effect; inconclusive = small, poorly fitted or top-dose-only effect; also: % is scaled to controls: 0 for no effect and ±100 for the full control effect
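Human TRb ligand-binding domain at 0.6 uM with 20 nM Texas Red SRC2 peptide in Tris buffer containing 1 uM T3 and 5% DMSO, incubated with compound 5 h at ambient temperature. Total fluorescence (555/632 nm) calculated as parallel + 2 × perpendicular.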
* marks the source's active call; other numbers are inactive results; i = inactive; u = inconclusive; x = not tested or not shown; ! = a repeat was not active; [ ] = another dose, or the depositor's remark. Unless noted, calls follow the shape of the dose curve; as a rule, active = well fitted curve in the direction sought with a large enough effect; inconclusive = small, poorly fitted or top-dose-only effect, or another doubt; inactive = no such curve, though single readings can be large; an effect the other way counts as inactive or inconclusive. Potency is read from the fitted curve at half-maximal effect.

Each structure is followed by: GoLoco inh red, Lamin A splicing, ALDH1A1 inh, RECQ1 inh, SMN2 splice up, TRb-SRC2 inh, KDM4E inh, TexasRed fluor
Cc1nn(-c2ccccc2)c2sc(C(=O)NNC(=O)COc3cccc4ccccc34)cc12
  -8%, u, 9%, i, 14%, -4%, -20%, 0%
C/C(=N\NC(=S)NC1CCCCC1)c1cccc(C(F)(F)F)c1
  0%, x, x, -8%, x, 2%, 1%, -6%
O=S(=O)(N/N=C\c1ccc2c(c1)OCO2)c1ccc(Cl)cc1
  6%, 18%, -10%, -11%, 0%, -3%, 10%, -5%
CCOc1ccc(NC(=O)c2cccc3c2C(=O)N(Cc2cccnc2)C3)cc1
  5%, 5%, -10%, -10%, 18%, -16%, -8%, -1%
Cc1ccc(NS(=O)(=O)c2cc(NC(=O)c3ccc4c(c3)NC(=O)CS4)ccc2Cl)c(C)c1
  -17%, u, 10µM*, i, -81%[inhibitor], 4%, u, -2%
Cc1ccc(S(=O)(=O)c2c(C)nn(-c3ccccc3)c2OC(=O)c2ccco2)cc1
  -1%, -11%, u, -1%, -39%[inhibitor], 2%, -4%, -2%
Cc1ccc(OCC(=O)N/N=C/c2ccco2)cc1
  2%, 16%, 28µM*, i, 6%, -3%, -3%, -1%
Cc1nc2nc(SCC(=O)NCc3ccco3)nn2c(C)c1Cc1ccccc1
  9%, -9%, u, -21%, -4%, -7%, 4%, -4%
O=C(Nc1ccccc1F)c1ccc(COc2ccc(Cl)cc2Cl)o1
  5%, -13%, 28µM*, -6%, 13µM*, -1%, -9%, -2%
CC(C)[C@H](NC(=O)c1ccccc1Cl)C(=O)OCc1cc([N+](=O)[O-])cc2c1OCOC2
  -15%, -5%, u, -3%, -5%, 3%, 5%, -32%
COc1ccc(CN(C)CC(=O)Nc2ccccc2C(F)(F)F)cc1
  6%, -12%[46 µM], -6%, i, -27%, 0%, -2%, -1%
CN(CCOCCOc1ccc2ccccc2c1)Cc1ccccc1
  -4%, 24%, 3%, -1%, -8%, 7%, 0%, 0%
CCn1nc(C)c(/C=N/NC(=O)Cn2nccc2C)c1C
  -5%, -9%, -12%, -3%, 20%, -5%, 2%, -4%
Brc1ccc(-n2cccc2/C=N/n2cnnc2)cc1
  14%, 3%, -1%, -9%, -5%, -8%, 3%, 0%
COc1cc(C)c(Cl)cc1S(=O)(=O)NCCN1CCOCC1
  6%, -4%, 11%, i, 8%, -13%, 8%, 3%
c1ccc(C(c2c[nH]c3ccccc23)c2c[nH]c3ccccc23)nc1
  5%, 10%, -4%, -18%, 16%, 2%, 6%, -4%
CSc1nc(N)c(C(=O)NC2CCCCC2)s1
  10%, x, 10%, 2%, x, -2%, 1%, -5%
COc1cccc(NC(=O)C2C3C=CC4(O3)C2C(=O)N(C(C)C)C4C(=O)NC2CCCCC2C)c1 (stereo not given)
  1%, -12%, 6%, 4%, -13%, 0%, 6%, -2%
O=c1[nH]cnc2c1C(c1ccccc1[N+](=O)[O-])c1c(nc[nH]c1=O)O2
  -5%, -1%, 5%, 17%, 3%, -5%, 10%, -2%
C/C(=N\NC(N)=O)c1ccc(-n2ccnc2)cc1
  4%, x, -9%, -1%, -3%, 3%, -1%, -2%
CCOC(=O)C1=C(C)NC(C)=C(C(=O)OCC)C1C(=O)OCC(=O)N1c2ccccc2CC1C (stereo not given)
  2%, 2%, 0%, i, 5%, 4%, u, 0%
CCOC(=O)CSc1nc(=O)n2ccccc2n1
  4%, x, -1%, i, 14%, 2%, -18%, 1%
Cc1cc(C)nc(SCC(=O)Nc2ncccn2)n1
  3%, -2%, 5%, 2%, 13%, 4%, 3%, -1%
CCOc1cccc(C(=O)NC(=S)Nc2cccnc2)c1
  0%, -16%, u, 15%, 17%, 0%, u, -5%
C=CCn1c(=S)[nH]c2nc3c(cc2c1=O)COC(C)(C)C3
  4%, 6%[0.0737 µM], u, -5%, -11%, -9%, u, -2%
Cc1ccc(NC(=O)CN2C(=O)S/C(=C\c3cccn3-c3cccc(C(=O)O)c3)C2=O)c(C)c1
  53%[activator], 7%, -6%, -26%, 5%, 4%, u, 0%
Cn1nnnc1SCSc1nnnn1C
  -4%, 2%, 22%, i, 5%, -1%, 4%, -4%
COc1ccccc1NC(=O)c1cc(Cl)nc2ccccc12
  7%, x, u, 0%, x, -7%, -3%, -2%
Cc1ccc(NC(=O)C2(c3cccs3)CCOCC2)cc1C
  -15%, 2%, -1%, -5%, -17%, -4%, 14%, -1%
C[C@@H]1CC[C@@]2(O[C@H](CCO)C[C@@H](O)[C@@H]2O)O1
  -2%, -1%, 18%, -10%, -3%, 1%, -2%, 1%

No new results follow: an excerpt of the list.
Each structure is followed by: GoLoco inh red, Lamin A splicing, ALDH1A1 inh, RECQ1 inh, SMN2 splice up, TRb-SRC2 inh, KDM4E inh, TexasRed fluor
Cc1nn(-c2ccccc2)c2sc(C(=O)NNC(=O)COc3cccc4ccccc34)cc12
  -8%, u, 9%, i, 14%, -4%, -20%, 0%
C/C(=N\NC(=S)NC1CCCCC1)c1cccc(C(F)(F)F)c1
  0%, x, x, -8%, x, 2%, 1%, -6%
O=S(=O)(N/N=C\c1ccc2c(c1)OCO2)c1ccc(Cl)cc1
  6%, 18%, -10%, -11%, 0%, -3%, 10%, -5%
CCOc1ccc(NC(=O)c2cccc3c2C(=O)N(Cc2cccnc2)C3)cc1
  5%, 5%, -10%, -10%, 18%, -16%, -8%, -1%
Cc1ccc(NS(=O)(=O)c2cc(NC(=O)c3ccc4c(c3)NC(=O)CS4)ccc2Cl)c(C)c1
  -17%, u, 10µM*, i, -81%[inhibitor], 4%, u, -2%
Cc1ccc(S(=O)(=O)c2c(C)nn(-c3ccccc3)c2OC(=O)c2ccco2)cc1
  -1%, -11%, u, -1%, -39%[inhibitor], 2%, -4%, -2%
Cc1ccc(OCC(=O)N/N=C/c2ccco2)cc1
  2%, 16%, 28µM*, i, 6%, -3%, -3%, -1%
Cc1nc2nc(SCC(=O)NCc3ccco3)nn2c(C)c1Cc1ccccc1
  9%, -9%, u, -21%, -4%, -7%, 4%, -4%
O=C(Nc1ccccc1F)c1ccc(COc2ccc(Cl)cc2Cl)o1
  5%, -13%, 28µM*, -6%, 13µM*, -1%, -9%, -2%
CC(C)[C@H](NC(=O)c1ccccc1Cl)C(=O)OCc1cc([N+](=O)[O-])cc2c1OCOC2
  -15%, -5%, u, -3%, -5%, 3%, 5%, -32%
COc1ccc(CN(C)CC(=O)Nc2ccccc2C(F)(F)F)cc1
  6%, -12%[46 µM], -6%, i, -27%, 0%, -2%, -1%
CN(CCOCCOc1ccc2ccccc2c1)Cc1ccccc1
  -4%, 24%, 3%, -1%, -8%, 7%, 0%, 0%

Following part.
Each structure is followed by: GoLoco inh red, Lamin A splicing, ALDH1A1 inh, RECQ1 inh, SMN2 splice up, TRb-SRC2 inh, KDM4E inh, TexasRed fluor
CC1CN(C(=O)/C=C/c2ccccc2[N+](=O)[O-])CC(C)O1 (stereo not given)
  7%, -3%[46 µM], 0%, 0%, -2%, 5%, 4%, -1%
COCCNC(=O)/C(C#N)=C/c1c(F)cccc1Cl
  3%, u, -3%, -2%, 15%, 5%, -5%, 1%
CN1c2ccccc2-c2nc3ccccc3n2C1c1cccs1 (stereo not given)
  9%, u, u, -12%, 1%, -7%, u, -5%
O=C(CNS(=O)(=O)c1ccc(F)c(Cl)c1)N1CCCCCC1
  2%, 2%, -5%, i, -1%, 7%, -7%, -1%
COc1ccc(CCNC(=O)CC(c2ccccc2)c2cccc(C)c2O)cc1OC (stereo not given)
  7%, -20%[46 µM], 1%, -8%, x, -3%, 9%, 0%
Cc1cccc(NC(=S)N(CCCN2CCOCC2)C(C)c2cc3ccccc3o2)c1 (stereo not given)
  -4%, -8%[46 µM], -2%, 5%, 1%, 1%, -6%, -5%
O=C1CC(c2ccncc2)c2cc3c(cc2N1)OCO3 (stereo not given)
  0%, 4%, 10%, -10%, -1%, 0%, 1%, -2%
O=C(COC(=O)C1(c2ccccc2F)CCCC1)N1CCc2ccccc21
  8%, -10%, 5%, -5%, 3%, -6%, -5%, u
CCOC(=O)CSc1nnc(CNc2ccccc2Cl)n1-c1ccccc1
  8%, 4%, u, i, 5%, 0%, 2%, 0%
CCOC(=O)C1/C(=N\O)CC(C)(O)C(C(=O)OCC)C1c1ccc(N(C)C)cc1 (stereo not given)
  -9%, 6%, u, -3%, -11%, 1%, u, 2%
Cc1c(Cl)cccc1Nc1ccccc1C(=O)O
  28µM*!, u, 12%, -2%, -2%, 5%, -4%, -1%
CN1CCN(/N=C/c2ccc(-c3ccccc3)cc2)CC1
  -1%, -1%[9.22 µM], -4%, -13%, u, 0%, -1%, -8%
CCOC(=O)c1ccc[n+](CC(=O)c2ccccc2)c1
  4%, -6%, -9%, -3%, 19%, -3%, -4%, -6%
COc1cccc(CNC(=O)c2ccc3nc[nH]c3c2)c1
  9%, -1%, 5%, i, -4%, 2%, -4%, 0%
O=C(NC1CCCCC1)C(c1ccncc1)N(Cc1ccccc1)C(=O)c1ccc(-c2ccccc2)[nH]1 (stereo not given)
  -2%, u, 22µM*, -7%, -15%, 6%, u, 4%
O=C(Nc1ccc(Br)cc1)N1CCCC(O)C1 (stereo not given)
  -1%, x, 6%, -8%, 4%, -3%, 3%, -3%
c1cncc(CNc2nc(N3CCOCC3)nc(N3CCOCC3)n2)c1
  13%, 16%, 7%, i, -15%, -2%, 0%, -1%
CCOC(=O)c1ccc(CNC(=O)Cn2nnc(-c3ccccc3F)n2)o1
  1%, x, u, -2%, -7%, 2%, -8%, -3%
CSCC[C@@H](Nc1nc(-c2ccccc2)nc2c1oc1ccccc12)C(=O)O
  11%, -12%, 11µM*, -15%, -13%, -4%, 0%, -1%
OC(COc1ccc(Br)cc1)CN1CCOCC1 (stereo not given)
  5%, 6%, 5%, -1%, 0%, -1%, 0%, 0%

The list is partial; the hit share may differ from the screen's.
